# High-throughput results: PubChem BioAssay, several laboratories
# Rab7 wt GTP bind – dog Rab7 wildtype GTP binding, inhibitors and activators; GTP binding activity (percent of control), % at 10 µM; GST-Rab7 beads, fluorescent GTP binding, flow cytometry; actives lie on both sides; untreated = 100%, excess cold GTP = 0%; AID 758; 190,000 tested, 0.055% active;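 active = fluorescent GTP binding to Rab7 beads changed by at least 20 points from the 100% baseline, either direction, mostly lower; inconclusive = compound itself probably fluorescent, or too few beads counted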;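 also: median green fluorescence of bound Bodipy-FL-GTP per Rab7 bead population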
# Rac1 mut GTP – alters GTP binding to activated mutant human Rac1 | GST-Rac1 activated beads, fluorescent GTP binding, flow cytometry; actives lie on both sides; 100% means binding = to untreated wells | 190,000 tested, 0.11% active | P63000 | percent activity (GTP binding), % at 10 µM;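 active = GTP binding at least 20 percentage points away from the 100% baseline, in either direction, so actives lie on both sides; inconclusive = Compound likely fluorescent itself, or too few beads counted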
# Bim-Mcl-1 – human Bim-Mcl-1 interaction inhibition; Q07820; Bead-based flow cytometry, Bim peptide-Mcl-1 binding; inhibition, % at 10 µM; 190,000 tested, 0.1% active; AID 1009; in the data active = inhibition above about 40%;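 also: 0% = no compound tracer wells and 100% = peptide blocker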
# Target sequence (Q07820 whole entry, looked up): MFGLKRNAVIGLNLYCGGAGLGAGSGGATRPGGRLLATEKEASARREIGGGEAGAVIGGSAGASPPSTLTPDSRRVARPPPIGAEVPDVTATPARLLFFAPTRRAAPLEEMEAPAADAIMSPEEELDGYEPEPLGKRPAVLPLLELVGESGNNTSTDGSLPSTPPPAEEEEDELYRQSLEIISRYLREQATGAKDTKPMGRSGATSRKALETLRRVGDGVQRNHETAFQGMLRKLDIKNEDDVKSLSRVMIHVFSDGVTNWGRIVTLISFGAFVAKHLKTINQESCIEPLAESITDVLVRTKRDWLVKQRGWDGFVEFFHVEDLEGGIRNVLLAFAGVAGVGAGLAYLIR
# Rab2A wt mod – changes GTP binding to wildtype dog Rab2A, up or down; 190,000 tested, 0.19% active; GST-Rab2 wt beads, Bodipy-GTP binding, flow cytometry; GTP binding activity, % at 10 µM; AID 760; P61105;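 active = GTP binding activity at least 20 points away from 100%, either lowered or raised; inconclusive = signal likely due to the compound's own green fluorescence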;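 also: 0% = beads with excess unlabeled GTP and 100% = no-compound control corrected for plate trend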
# Mcl1 Bid PPI – disrupts binding of human Mcl-1 to Bid peptide | 220,000 tested, 0.97% active | inhibition, % at 21.7 µM | AID 1021 | Q07820 | TR-FRET Mcl-1/Bid-Dy647 peptide binding, 1536-well;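 active = compounds that cut the binding signal by more than half at the single screening dose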;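 also: His-tagged Mcl-1 with europium anti-His antibody binding Bid BH3 peptide; 0% = Mcl-1 plus peptide wells and 100% = peptide-only wells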
# Rac1 wt GTP bind – human Rac1 wildtype GTP binding, inhibitors and activators; 190,000 tested, 0.27% active; GST-Rac1 beads, fluorescent GTP binding, flow cytometry; actives lie on both sides; 0 = cold GTP competed, 100 = untreated; AID 757; GTP binding activity (% of control), % at 10 µM;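 active = GTP binding activity at least 20 points away from the 100% control level, either lower or higher; inconclusive = compound flagged as likely green fluorescent, judged across all proteins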
# Avidin bead fluor – avidin bead compound fluorescence profile; 220,000 tested, 0.38% active; fluorescence (KMESF) at 10 µM; Avidin beads, compound fluorescence 488/530 nm, flow cytometry; active compounds read high; in the data active = fluorescence above about 47; also: inactives centre near 10
# Mcl1-Noxa inh – disrupts binding of human Mcl-1 to Noxa peptide | TR-FRET Mcl-1/Noxa peptide binding, 2 h | 220,000 tested, 1.5% active | Q07820 | inhibition, % at 21.7 µM;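 active = compounds that cut the protein-peptide binding signal by more than 50% relative to plate controls in a single-dose test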;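 also: His-tagged Mcl-1 with rhodamine Noxa BH3 peptide and terbium anti-His antibody; 0% = Mcl-1 plus Noxa peptide wells and 100% = peptide-only wells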
# HRas wt GTP bind – changes GTP binding to wildtype human HRas; P01112; GST-Ras wt beads, Bodipy-FL-GTP binding, flow cytometry; actives lie on both sides; GTP binding activity, % at 10 µM; 190,000 tested, 0.14% active;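 active = GTP binding activity at least 20% away from the 100% baseline, either lowered as inhibitor or raised as activator; inconclusive = flagged as likely green fluorescent, judged across all proteins in the well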;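 also: 0% = unlabeled GTP competition control and 100% = no-compound control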
# Target sequence (P01112 whole entry, looked up): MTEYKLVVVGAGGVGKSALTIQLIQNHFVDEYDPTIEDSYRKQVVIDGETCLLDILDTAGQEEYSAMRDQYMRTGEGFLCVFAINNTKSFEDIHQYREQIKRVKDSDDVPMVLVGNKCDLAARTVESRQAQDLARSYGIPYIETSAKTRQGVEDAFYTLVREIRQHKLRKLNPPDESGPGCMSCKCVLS
# Pf gametocyte – inhibitors of late stage P. falciparum gametocyte viability. inhibition, % at 10.9 µM. 150,000 tested, 0.065% active. P. falciparum stage V gametocytes, ATP luminescence, 24 h. AID 743093;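 active = inhibition above the mean plus 3 SD of compounds within the control limits, set per campaign, cut at about 38% in these data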;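 also: 0% = DMSO wells and 100% = medium only without gametocytes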
# Cdc42 wt – changes GTP binding to wildtype human Cdc42 | percent activity (GTP binding), % at 10 µM | 190,000 tested, 0.2% active | AID 761 | GST-Cdc42 beads, Bodipy-GTP binding, flow cytometry; actives lie on both sides;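 active = percent activity GTP binding at least 20 points away from the 100% baseline, either down as inhibitor or up as activator; inconclusive = compound flagged as likely green fluorescent from well-wide comparison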;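 also: median bead fluorescence of bound Bodipy-FL-GTP at 100 nM; 0% = excess unlabeled GTP control and 100% = no compound control; below 100% means less GTP binding so inhibitor and above means activator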
# Target sequence (P60953 whole entry, looked up): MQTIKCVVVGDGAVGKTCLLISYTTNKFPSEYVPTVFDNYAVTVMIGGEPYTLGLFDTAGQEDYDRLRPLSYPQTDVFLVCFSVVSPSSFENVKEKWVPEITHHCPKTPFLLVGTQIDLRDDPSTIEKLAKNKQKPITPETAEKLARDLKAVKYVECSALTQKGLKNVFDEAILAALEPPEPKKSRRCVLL
# Numbers without * were called inactive; ? = inconclusive; . = not tested or not shown.
Molecule	Rab7 wt GTP bind	Rac1 mut GTP	Bim-Mcl-1	Rab2A wt mod	Mcl1 Bid PPI	Rac1 wt GTP bind	Avidin bead fluor	Mcl1-Noxa inh	HRas wt GTP bind	Pf gametocyte	Cdc42 wt
CC1=NN(C(=S)Nc2ccccc2)C(C)(C)C1	99	97	-3	98	-64	100	14	-9	97	-16	99
O=C(COC(=O)CNS(=O)(=O)c1ccccc1)Nc1ccc(Cl)cn1	?	?	0	?	-3	?	5	12	?	.	?
O=C1CC(c2ccc(S(=O)(=O)NCc3ccccc3)cc2)CN1 (centres undefined)	99	96	9	100	-9	98	6	2	97	.	96
Cc1ccc(/C=N/Nc2nc(C(C)(C)C)cs2)o1	101	102	0	99	-8	104	7	48	102	-8	101
O=C(c1ccc([N+](=O)[O-])cc1)N1CCSC1c1ccccc1 (centres undefined)	98	99	-2	98	2	104	20	0	99	.	105
O=C(/C(=C/O)N=Nc1ccccc1)c1ccncc1	99	99	0	101	9	103	9	29	100	-6	100
CCOC(=O)Cc1csc(NC(=O)/C=C/c2ccc(OC)cc2)n1	93	96	-3	95	-16	96	12	23	95	-6	94
CCCCNC(=O)CSc1nc2ccsc2c(=O)n1C1CCN(C(=O)OCC)CC1	98	99	-4	102	-13	107	29	-8	102	.	103
CC(NC(=S)NCCc1ccccc1)C(c1cccs1)N1CCN(Cc2ccccc2)CC1 (centres undefined)	98	100	-2	100	-22	104	.	-4	102	.	100
O=C(O)c1nn(CC(=O)N(C2CCCCC2)C2CCCCC2)c(=O)c2ccccc12	105	94	-1	100	-7	101	26	2	101	-6	98
Cc1ccc(-c2nc3ccccc3c(=O)n2NC(=S)N(C)C)cc1	98	102	-10	101	-19	105	12	3	103	18	102
Oc1ccccc1-c1nc(/C=C/c2ccccc2)nn1-c1ccccc1	97	101	6	102	2	102	18	16	101	-22	101
CCOC(=O)N1CCN(C(=O)c2ccc3nc(N4CCCCC4)sc3c2)CC1	90	95	1	95	-11	97	19	19	96	.	99
CCOc1cc2c3c(c1)C1(C(=O)N3C(C)(C)CC2C)C(C#N)=C(N)N2C(=C1C#N)Nc1ccccc12 (centres undefined)	102	101	-1	99	-24	107	13	11	103	-7	96
O=C(NC1CCS(=O)(=O)C1)c1cccc(S(=O)(=O)N2CCCCCC2)c1 (centres undefined)	103	93	0	98	-27	97	8	10	97	-16	96
O=C(CC(O)(C(F)(F)F)C(F)(F)F)Nc1ccc(Cl)c(Cl)c1	102	99	2	100	-9	104	6	-1	101	-44	104
O=C(CN(Cc1cccs1)C(=O)CNS(=O)(=O)c1ccc(F)cc1)NCc1ccco1	95	95	0	98	-13	95	13	-4	100	13	99
COc1cccc(NC(=O)CSc2nnc(-c3cccc(OC(C)C)c3)n2N)c1	101	99	-1	98	25	102	5	21	99	.	102
CCCCC(=O)Nc1ccc(C(=O)NCCc2ccccc2)cc1	101	96	-5	100	-11	102	10	26	98	.	100
Cc1ccc(CNC(=O)CN2C(=O)C3(OCCCO3)c3ccccc32)cc1	96	102	2	100	-16	105	30	1	102	.	104
O=C(CO/N=C/c1ccccc1)Nc1c(F)c(F)c(F)c(F)c1F	91	92	0	93	3	97	26	9	96	12	96
O=C(c1cc2ccccc2oc1=O)N(Cc1ccccc1)CC1CCCO1 (centres undefined)	99	100	-1	100	2	104	22	3	101	-22	100
Cn1cc2cc(NC(N)=S)ccc2n1	98	93	-3	98	-28	101	9	11	97	-18	95
Nc1nc(CN2CCN(c3ccccc3)CC2)nc(N2CCCc3ccccc32)n1	91	83	-1	85	-17	84	25	0	86	-1	82
CC(=O)c1c(C)[nH]c(C(=O)CSc2nc3ccccc3n2C)c1C	100	96	-4	98	-7	99	37	10	100	.	100
S=C(NNc1ccnc2cc(Cl)ccc12)Nc1ccccc1Cl	105	97	-3	99	-35	100	14	62*	100	-10	99
CCN(CC)CCCn1c(C)cc2c(c1=O)C(c1ccccc1)C(C#N)=C(N)O2 (centres undefined)	102	95	-3	100	-85	100	24	-6	99	.	103
CC(C)OCC(O)CS(=O)(=O)Cc1ccccc1 (centres undefined)	87	97	1	95	-29	98	8	-11	97	.	98
O=C(CCn1nnc(-c2cccs2)n1)NCc1ccccc1Cl	95	95	1	96	0	95	15	-12	95	3	96
CC(=O)c1c(C)oc2ccc(O)c(CN3CCOCC3)c12	102	99	0	101	-32	105	17	14	103	19	105
C=CCn1c(SCC(=O)/C(C#N)=C(\C)N)nc2sc(CC)cc2c1=O	94	98	-1	96	-1	104	25	1	101	.	103
O=C(/C=C/c1ccccc1[N+](=O)[O-])N1CCN(C(=O)c2ccco2)CC1	96	92	1	95	-22	91	12	10	94	13	95
CN(CC(=O)Nc1ccc(F)c(F)c1)S(=O)(=O)c1cccc2nsnc12	104	98	1	102	-4	102	10	-5	102	-27	103
CCCn1c(NCc2ccccc2NS(=O)(=O)c2ccc(C)cc2)nc2ccccc21	99	97	-2	98	-22	101	16	23	99	-5	95
O=C(NCc1ccco1)c1ccc(N2CCCC2=O)cc1	98	100	11	98	-21	106	30	12	101	.	102
O=C(CCl)c1ccc(Cc2ncc(C(F)(F)F)cc2Cl)s1	96	92	-4	92	16	95	32	11	94	-22	93
COc1ccc(-c2nc(SCC(=O)Nc3cc(C)on3)n[nH]2)cc1	103	101	-1	101	-17	107	8	-1	103	.	102
C=CCn1c(SCc2nc3ccccc3[nH]2)nnc1-c1ccc(OC)cc1	101	100	0	100	-25	104	39	5	100	.	101
O=C(COC(=O)c1c2c(nc3ccccc13)CCCCC2)NCc1ccc2c(c1)OCO2	100	99	-28	96	-12	100	3	5	100	-12	95
CCN=C1SC(C(=O)Nc2cccc(Cl)c2)CC(=O)N1CC (centres undefined)	95	91	-1	96	1	90	12	15	91	-17	89
COc1cc(CC(NC(C)=O)C(=O)NC2CCN(c3nc(C)cc(C)c3C#N)CC2)cc(OC)c1 (centres undefined)	99	98	-2	100	-46	105	12	14	100	-1	101
CC1CN(C(=O)C(C)N2CCN(c3cccc(Cl)c3)CC2)CC(C)O1 (centres undefined)	102	97	0	100	-29	98	9	5	95	13	99
COC(=O)c1sccc1NC(=S)N1CCN(c2cc(C)ccc2C)CC1	95	98	2	98	-10	103	3	-23	100	.	100
CC(C)N(c1ccccc1)c1ccc(NC(=O)C2CCCO2)cc1 (centres undefined)	102	98	-3	101	-46	108	7	6	101	.	101
COc1ccc(OC)c(S(=O)(=O)N2CCC(C(=O)Nc3ccc(C)c(C)c3)CC2)c1	100	98	-4	99	-27	106	10	10	101	.	101
Cc1ccccc1/C=C/c1cc[n+](C)cc1	97	96	-4	98	14	101	12	20	97	20	99
Cc1cc(NC(=O)COC(=O)c2cccc(O)c2)no1	91	95	-1	94	-30	98	11	-1	94	33	94
CCOC(=O)c1c(NC(=O)C2=C(C)NC(=S)NC2c2ccc(C)cc2)sc(C)c1C (centres undefined)	98	99	17	100	-33	102	8	0	99	-4	101
COCCn1c(Cc2cccn2C)nnc1SCC(=O)NCc1ccc2c(c1)OCO2	100	98	-1	97	-35	100	8	14	97	.	96
O=C(NCC1CCCO1)C1CCC(=O)N1Cc1ccccc1Cl (centres undefined)	99	98	0	101	-8	101	5	1	100	.	102
CC(=O)NCC(=O)OCC(=O)c1ccc(C)c(C)c1	104	99	1	104	-16	107	4	-5	104	-25	106
CCO/C=C1/C(=O)N(CC)c2ccccc21	102	99	-3	99	-9	103	23	-12	101	.	100
O=C1c2cccc3c(N4CCCCC4)ccc(c23)C(=O)N1c1ccccn1	102	99	1	103	-39	109	17	-39	104	.	104
CCCc1cc(C(=O)Nc2cc(Br)ccc2O)no1	99	101	-2	101	-32	104	6	4	101	.	103
COc1cc(OC)c(-c2nc3ccccc3s2)cc1OC	103	93	-3	95	-24	90	22	28	97	-26	95
COc1ccccc1CN1CCNC(=O)C1CC(=O)NCCc1cnccn1 (centres undefined)	101	94	4	97	-33	97	7	8	97	2	95
CCOc1ccccc1N1CCN(C(=O)c2c(C)noc2C)CC1	97	96	-4	94	-8	94	8	-5	97	.	97
COc1ccc(-c2nc3n(c(=O)c2C#N)CCS3)cc1	105	93	0	94	-28	94	10	1	96	-9	95
COC(=O)Sc1nc(N2CCOCC2)c2c(c1C#N)CC(C)(C)OC2	99	98	-12	98	-10	99	10	14	98	-2	97
CN1C(=O)SC(Nc2cccc3ccccc23)C1=O (centres undefined)	99	99	0	98	-22	106	34	4	102	.	104

# Additional results
Molecule	Rab7 wt GTP bind	Rac1 mut GTP	Bim-Mcl-1	Rab2A wt mod	Mcl1 Bid PPI	Rac1 wt GTP bind	Avidin bead fluor	Mcl1-Noxa inh	HRas wt GTP bind	Pf gametocyte	Cdc42 wt
CCOC(=O)c1c(-c2ccc(C)o2)csc1NC(=O)CN(C)CC(=O)Nc1ccc(C)cc1	101	99	0	100	0	101	4	-52	101	-29	101
Cn1c(=O)c2cn(-c3ccccc3)cc2n(C)c1=O	97	100	0	102	-31	105	17	-63	102	.	104
Cc1nc2c(C(=O)NCCc3ccccc3Cl)c[nH]n2c(=O)c1Cl	97	93	-4	97	38	99	11	34	98	-6	98
COc1ccc(NC(=O)C2CCCN2C(=O)Nc2cccc(F)c2)cc1 (centres undefined)	104	98	0	100	-14	102	10	10	100	8	97
CCOc1ccc(NC(=S)NC(=O)/C=C/c2ccc(OC)c(OC)c2)c([N+](=O)[O-])c1	102	99	0	102	-16	101	13	4	103	.	103
CCOC(=O)N1CCN(CC(O)COC(CC)c2ccccc2)CC1 (centres undefined)	101	101	-4	104	2	109	32	-7	101	1	104
Cc1ccc(S(=O)(=O)Nc2cc(C(=O)NCCN3CCCC3)ccc2N2CCCCC2)cc1	92	95	0	93	-29	88	8	16	92	.	92
Cc1cc(N/C(=N/S(=O)(=O)c2cc(F)ccc2F)c2ccccc2)n(-c2ccccc2)n1	98	92	30	93	-3	93	7	11	94	2	93
COc1ccccc1N1CSC2=C(C#N)C(c3ccc(SC)cc3)CC(=O)N2C1 (centres undefined)	99	93	8	96	2	96	3	83*	96	.	96
C=CCNC(=O)c1ccc2c(c1)nnn2C	98	101	0	102	-8	108	4	-2	98	14	104
COc1ccc(-c2cc(C(F)(F)F)n3nc(C(=O)NCCCn4ccnc4)cc3n2)cc1	98	98	-4	99	-8	99	22	20	98	.	98
Cc1ccc(C)c(Nc2ncnc(N)c2[N+](=O)[O-])c1	99	100	0	97	-9	101	15	7	101	14	102
